# Screening results: PubChem BioAssay, National Center for Advancing Translational Sciences (NCATS)
# D1 potentiator – enhances dopamine response at the human D1 receptor. AID 504651. 360,000 tested, 0.036% active. HEK293 TREx D1 cells, calcium flux, dopamine EC20 potentiation. potentiation, % at 10 µM; in the data active = potentiation above about 30%; note: 0% is about no effect
# D2 PAM – positively modulates the human D2 dopamine receptor allosterically; P14416; HEK293 T-REx D2, calcium flux, EC20 dopamine potentiation; potentiation, % at 10 µM; 340,000 tested, 0.34% active; AID 485347;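 active = potentiation over 3 SD above the plate norm, cut at about 30% in these data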; note: 0% is about no effect
# Target sequence (P14416 whole entry, looked up): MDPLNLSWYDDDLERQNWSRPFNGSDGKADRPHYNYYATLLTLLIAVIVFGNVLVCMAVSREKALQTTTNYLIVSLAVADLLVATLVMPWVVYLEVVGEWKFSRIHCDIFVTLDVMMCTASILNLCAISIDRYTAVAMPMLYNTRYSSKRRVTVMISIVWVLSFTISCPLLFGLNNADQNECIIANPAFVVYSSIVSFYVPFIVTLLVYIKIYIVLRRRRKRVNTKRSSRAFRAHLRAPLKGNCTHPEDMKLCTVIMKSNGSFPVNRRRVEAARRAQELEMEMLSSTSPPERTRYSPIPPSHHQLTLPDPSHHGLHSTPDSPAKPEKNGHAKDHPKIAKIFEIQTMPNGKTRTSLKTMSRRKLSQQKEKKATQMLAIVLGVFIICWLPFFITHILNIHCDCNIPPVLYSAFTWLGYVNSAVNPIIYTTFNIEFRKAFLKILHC
#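 Cells plated with tetracycline inducer and held overnight at 30 C; calcium dye loaded 30–90 min at room temperature; baseline taken, compound added and read 180 s; EC20 dopamine then added and read 180 s.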
# D2 antagonist – D2 dopamine receptor (human) antagonism | HEK293 TREx D2 cells, calcium flux, dopamine EC80 | inhibition, % at 10 µM | 340,000 tested, 2% active; in the data active = inhibition above about 30%; note: 0% is about no effect
#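 Dopamine at EC80 is the agonist stimulus; test compounds precede it by 180 s. Calcium flux read kinetically in a force-coupled, inducible HEK293 T-REx D2 cell line.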
# RXFP1 antag – blocks the human relaxin receptor RXFP1; activity change, negative = inhibition, % at 57.5 µM; 350,000 tested, 0.59% active; Q9HBX9; HEK293-RXFP1, relaxin-stimulated cAMP HTRF, 30 min; active compounds read low;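 active = activity change of -60% or lower, but not beyond a set lower limit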; note: % is set by controls: 0 for no effect and ±100 for the full control effect
# D1 antag – human D1 dopamine receptor antagonism | HEK293 TREx D1 cells, calcium flux, dopamine EC80; active compounds read low | 360,000 tested, 3.2% active | P21728 | activity change, negative = inhibition, % at 10 µM; in the data active = activity change below about -30%; note: % is set by controls: 0 for no effect and ±100 for the full control effect
#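 Allosteric or orthosteric antagonism assessed as attenuation of the calcium response to EC80 dopamine, added 180 s after compound, in induced HEK293 Trex D1 cells loaded with no-wash calcium dye.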
# TRHR ag – TRH receptor (human) agonism. P34981. TRHR cells, calcium flux fluo-8, FDSS agonist mode. activation, % at 2 µM. 360,000 tested, 0.18% active. AID 493084; note: 0% is about no effect
# Target sequence (P34981 whole entry, looked up): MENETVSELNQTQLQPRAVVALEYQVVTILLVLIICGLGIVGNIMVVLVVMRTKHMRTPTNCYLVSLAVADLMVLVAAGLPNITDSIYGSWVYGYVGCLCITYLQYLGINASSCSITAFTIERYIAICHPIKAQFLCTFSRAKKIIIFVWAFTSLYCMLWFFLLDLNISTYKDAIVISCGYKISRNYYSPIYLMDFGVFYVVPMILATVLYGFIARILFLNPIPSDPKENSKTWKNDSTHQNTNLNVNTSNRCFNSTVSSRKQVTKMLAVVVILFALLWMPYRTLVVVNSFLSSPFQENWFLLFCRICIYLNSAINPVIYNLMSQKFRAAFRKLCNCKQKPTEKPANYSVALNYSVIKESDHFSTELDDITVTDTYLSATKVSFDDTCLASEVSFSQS
#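 TRHR-expressing cells, plated overnight in medium with 10% serum, were loaded with fluo-8 calcium dye at room temperature. After a 10 s baseline, library compound was pin-added and calcium release was recorded kinetically (ex 480/em 530) as agonist response.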
# TRHR PAM – allosteric enhancers of human TRH receptor. enhancement, % at 2 µM. TRHR cells, fluo-8 calcium fluorescence, EC20 TRH enhancement. 360,000 tested, 0.66% active. P34981; in the data active = enhancement above about 30%; note: 0% is about no effect
#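 TRHR-expressing cells loaded with fluo-8 calcium dye were read kinetically (ex 480/em 530) during compound addition, then stimulated with an EC20 of TRH (10 nM final). Enhancement of the Gq-mediated intracellular calcium response was scored.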
# D1 agonist – agonists of human D1 dopamine receptor. HEK293 T-REx D1 cells, calcium flux, agonist mode. activation, % at 2 µM. 360,000 tested, 1% active. AID 504660; note: 0% is about no effect
#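 Agonism was scored from calcium flux recorded over 180 s (1 read/s) after pintool compound addition, following a 10-cycle baseline. Cells were inducible force-coupled HEK293 TREx D1, plated overnight at 30 C and loaded with no-wash calcium dye.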
# D2 agonist – agonists of human D2 dopamine receptor | HEK293 T-REx D2 cells, calcium flux agonist mode | activation, % at 2 µM | 340,000 tested, 0.53% active | AID 485358;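 active = activation over 3 SD above normal in the single-dose calcium agonist read, cut at about 30% in these data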; note: 0% is about no effect
#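 Agonism is scored from calcium flux in a force-coupled, inducible HEK293 cell line expressing D2, read kinetically for 180 s after compound addition against dopamine controls.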
# * hit, by the source's call; . = not tested or not shown; & = joins results of further samples. Cut-off read from the data, not from the text of the source, unless noted: active = activation above about 30%; inactive = the rest.
molecule	D1 potentiator	D2 PAM	D2 antagonist	RXFP1 antag	D1 antag	TRHR ag	TRHR PAM	D1 agonist	D2 agonist
CCOc1ccccc1C(=O)N(CN1CCCC1=O)c1ccc(C)c(Cl)c1	1.8	-2.7	-5.4	2.0	22.5	-1.1	-2.9	1.6	-0.2
Cc1c(C(=O)NCc2ccccc2CN2CCCC2)oc2ccccc12	-16.6	-8.1	14.6	-28.5	-43.4*	-0.3	1.1	0.2	0.6
Cc1ccccc1C(=O)c1c[nH]c(C(=O)NCCc2ccccn2)c1	-4.3	-2.9	2.2	-6.5	9.5	0.2	-3.1	3.1	0.2
Cc1ccc(C)c(CN2C(=O)c3ccccc3S(=O)(=O)c3ccc(C(=O)N4CCN(c5ccccn5)CC4)cc32)c1	-4.2	-3.1	.	1.9	1.3	0.7	0.4	2.7	.
O=C(Nc1ncnc2c1CCC2)C12CC3CC(CC(C3)C1)C2	3.5	-0.4	2.5	-17.3	0.9	-0.4	0.5	-0.2	-0.1
CC(=O)N(C(C)=O)n1c(/C=C/c2ccc([N+](=O)[O-])cc2)nc2ccccc2c1=O	-0.7	-2.9	-10.7	-1.5	7.8	0.1	-3.9	2.0	0.8
O=C(Nc1ccc(N2CCOCC2)cc1)c1ccncc1	-1.6	11.3	-1.4	5.1	-7.3	0.2	-1.5	-2.6	-0.1
COc1ccccc1NC(=O)Nc1nn(C)c2cccc(N(C)C)c12	1.6	-0.7	4.1	3.7	4.9	0.6	-3.7	2.8	0.2
O=C(Cc1ccc(F)cc1)N1CCN(c2ccc(F)cc2)CC1	1.1	-3.1	-15.4	-13.2	11.4	0.1	8.8	5.3	-1.1
CC1(c2cccs2)CC(c2cccs2)=C(C#N)C(=O)N1 (stereo not drawn)	1.2	12.1	4.7	-10.7	-11.1	-0.1	-2.2	3.4	-0.7
CCOc1ccc(S(=O)(=O)NCCC(=O)N2CCN(Cc3ccccc3)CC2)cc1	-8.2	-2.8	9.8	1.0	-5.7	0.8	-3.2	4.0	-0.8
CCCCC(CC)C1OCC(C[N+]2(C)CCOCC2)O1 (stereo not drawn)	8.7	-11.4	-6.5	1.0	4.9	1.3	2.3	-0.3	0.5
CCOC(=O)Cc1csc(SCC(=O)NC2CCCC(C)C2C)n1 (stereo not drawn)	-5.2	11.0	2.5	-4.4	-11.0	-1.3	-7.6	3.6	-0.8
Cc1cc(N2CCC(C(=O)Nc3ccc(F)cc3C)CC2)n2nc(C)c(-c3ccc(Cl)cc3)c2n1	-2.5	-4.4	.	.	1.3	0.2	-8.5	-0.1	0.6
Cc1cccc(N2CCN(C(=O)CCNS(=O)(=O)c3ccc4c(c3)CCN4C(=O)C3CC3)CC2C)c1 (stereo not drawn)	-2.5	8.0	.	.	1.1	-0.8	0.7	2.9	0.0

# Some values from the results shown.
# Entry of CCOC(=O)Cc1csc(SCC(=O)NC2CCCC(C)C2C)n1 (stereo not drawn) in D1 antag: -11.0
# Entry of Cc1cc(N2CCC(C(=O)Nc3ccc(F)cc3C)CC2)n2nc(C)c(-c3ccc(Cl)cc3)c2n1 in D2 agonist: 0.6
# Entry of Cc1c(C(=O)NCc2ccccc2CN2CCCC2)oc2ccccc12 in D1 potentiator: -16.6
# Entry of Cc1ccccc1C(=O)c1c[nH]c(C(=O)NCCc2ccccn2)c1 in TRHR PAM: -3.1

# An excerpt from above in order of the D1 potentiator value, descending:
SMILES,D1 potentiator,D2 PAM,D2 antagonist,RXFP1 antag,D1 antag,TRHR ag,TRHR PAM,D1 agonist
O=C(Nc1ccc(N2CCOCC2)cc1)c1ccncc1,-1.6,11.3,-1.4,5.1,-7.3,0.2,-1.5,-2.6
Cc1ccc(C)c(CN2C(=O)c3ccccc3S(=O)(=O)c3ccc(C(=O)N4CCN(c5ccccn5)CC4)cc32)c1,-4.2,-3.1,.,1.9,1.3,0.7,0.4,2.7
Cc1c(C(=O)NCc2ccccc2CN2CCCC2)oc2ccccc12,-16.6,-8.1,14.6,-28.5,-43.4*,-0.3,1.1,0.2

# Going on with the list:
molecule	D1 potentiator	D2 PAM	D2 antagonist	RXFP1 antag	D1 antag	TRHR ag	TRHR PAM	D1 agonist	D2 agonist
CCOc1ccc(N(CC(=O)Nc2cc(C)ccc2C)S(=O)(=O)c2c(C)[nH]c(=O)[nH]c2=O)cc1	4.0&-3.6	6.2&10.8	-11.9	4.7&0.5	10.1&0.2	0.4&-0.1	6.9&-0.4	2.4&1.2	-0.3&0.2
CCC(C)NC(=O)NC1C(NC(=O)NC(C)CC)N(C)C(=O)N1C (stereo not drawn)	6.0	14.2	-10.1	16.5	2.7	0.2	-1.4	0.9	0.4
CCN(C(=O)CSc1nc2ccccc2o1)C1CCS(=O)(=O)C1 (stereo not drawn)	-3.0	3.6	-2.5	0.0	9.2	0.0	10.3	0.9	-0.2
COc1ccc(CCNC(=O)C(=O)NCC(c2ccco2)S(=O)(=O)c2cccs2)cc1OC (stereo not drawn)	3.9	11.9	.	-17.4	.	-0.2	-2.4	5.4	0.1
COc1ccc(CCC(=O)OCC(=O)Nc2ccc3[nH]c(=O)[nH]c3c2)cc1	-8.1	.	.	8.7	7.4	0.2	-5.9	3.5	.
COc1ccc(C)cc1S(=O)(=O)Nc1cc(Cl)ccc1Cl	-5.5	3.1	-6.8	0.9	1.6	-0.4	-4.2	0.0	0.1
Cc1ccc(C(=O)Nc2cc(S(=O)(=O)N3CCOCC3)ccc2N2CCCC2)cc1	-2.2	-1.3	-23.3	-6.8	-0.4	-0.6	0.9	1.2	2.3
Cc1cc(C)cc(N2C(=O)CS(=O)(=O)C23C(=O)N(Cc2ccc(F)cc2)c2ccc(C)cc23)c1 (stereo not drawn)	-2.9	.	.	.	2.0	0.5	8.4	6.8	0.7
Cc1ccc(S(=O)(=O)N(C)c2ccc(OCC(=O)Nc3nnc(C4CC4)s3)cc2)cc1	1.1	4.8	1.6	-2.3	2.1	0.6	-3.0	11.5	1.1
COCCNc1c2c(c(C#N)c3nc4ccccc4n13)CCCC2	-2.4	-9.7	2.2	-7.8	6.1	-2.9	-2.0	0.3	-1.0
O=C(C1CCCCC1)N1CCCC(c2nc(-c3ccc(F)cc3)no2)C1 (stereo not drawn)	4.4	-4.1	11.7	-5.2	-1.2	-0.9	-1.6	0.6	0.3
CCCCCCCC1CC(CSc2ncn[nH]2)OC1=O (stereo not drawn)	-6.7	-8.2	17.1	0.2	-12.9	0.0	-2.7	-1.5	-0.8
O=C(NCCOc1ccccc1Cl)c1cccc2c1C(=O)c1ccc(Cl)cc1S2(=O)=O	1.0	2.8	-9.1	.	2.7	-0.2	-1.8	-0.5	0.1
COc1ccc(C(=O)NCc2nnc(SCC(=O)Nc3nnc(C)s3)o2)cc1OC	0.6	.	.	4.4	-7.6	0.8	0.9	1.0	.
Cc1cccc(C)c1OCCn1c(C2CC(=O)N(c3cccc(Cl)c3)C2)nc2ccccc21 (stereo not drawn)	-1.2	14.1	.	.	-4.7	1.6	0.9	6.7	0.8
O=C(Cc1ccc(Cl)cc1)Nc1ncc([N+](=O)[O-])s1	-6.5	13.7	12.6	-11.1	-43.1*	1.7	-13.9	31.0*	4.8
O=C(NCCc1ccccc1)c1nc(CS(=O)(=O)c2ccc(Cl)cc2)no1	-7.2	-9.1	-14.4	-6.7	-20.9	0.4	-0.5	5.4	-1.9
CC1(NC(=O)CCc2nc3sc4c(c3c(=O)[nH]2)CCCC4)CCS(=O)(=O)C1 (stereo not drawn)	5.3	9.1	10.7	-3.3	9.7	1.2	5.3	-1.1	-0.3
O=C(CNC(=O)c1ccc(Br)cc1)N=Nc1c(O)[nH]c2ccc([N+](=O)[O-])cc12	2.8	-9.5	2.0	-29.8	-8.8	-1.8	4.3	9.1	-2.3
[O-][n+]1c2ccccc2c2n1CCN1CCOC21c1ccc(Cl)cc1 (stereo not drawn)	-4.0	-0.2	.	.	.	0.6	-6.3	-1.3	.
Cc1ccc(C)c(N2CCN(c3nc4ccc(C(=O)c5ccccc5)cc4n4cnnc34)CC2)c1	-0.9	-0.6	.	-13.0	-3.9	0.2	-3.4	0.0	1.0
Cc1ccc(CCNC(=O)C2CCC(=O)N(CC3CCCCC3)C2)cc1 (stereo not drawn)	-5.1	-7.6	-7.8	-10.7	-21.6	-0.8	2.8	5.3	-1.7
COC(=O)C1=C(N)n2c(s/c(=C\c3cccnc3)c2=O)=C(C(=O)OC)C1c1cccnc1 (stereo not drawn)	0.5	3.1	-7.5	.	4.8	-0.5	5.9	8.9	-1.5
Cc1ccc(NC(=O)CSc2nc3ccccc3nc2N2CCCC2)cc1	-3.9	5.0	-2.2	-1.6	6.1	-0.1	-2.7	2.9	-0.3
Cc1onc(-c2c(F)cccc2Cl)c1C(=O)NCCc1ccc(S(N)(=O)=O)cc1	-5.7	.	.	4.6	7.4	-0.2	5.5	1.7	.
O=C(Nc1ccc(Cl)c(Cl)c1)NC1CCS(=O)(=O)C1 (stereo not drawn)	-9.3	-33.4	.	3.6	-9.0	1.6	-2.6	6.4	.
O=C1NC(C(=O)O)=CC(c2cccc(Cl)c2Cl)N1 (stereo not drawn)	1.6	-5.4	-12.0	.	-12.4	-0.1	0.7	-0.5	0.2
CCN(CC)c1ccc2cc(-c3nnc(-c4cccc(Cl)c4)o3)c(=O)oc2c1	38.5*	-6.9	.	-9.4	-14.4	171.1*	27.7	415.5*	.
O=C(c1cc(S(=O)(=O)N2CCCC2)c(Cl)cc1Cl)N1CCCC1	-8.0	.	7.6	-1.0	-0.7	0.0	3.8	0.3	5.4
COc1ccccc1CNC(=O)c1sccc1C	.	-2.2	-3.4	10.9	-4.0	-1.0	2.2	2.8	-0.9
COc1ccc(CNn2cnnc2)c(O)c1	0.4	4.9	-4.3	-1.0	13.2	1.4	4.2	0.0	-0.1
O=c1[nH]c2ccccc2n1C1=CCNCC1	-1.3	-28.7	5.9	9.6	-9.9	1.5	4.4	2.0	-1.6
CCCOc1cccc(C(=O)Nc2ccccc2C(=O)N2CCN(C)CC2)c1	-4.8	-3.1	-8.8	-7.0	1.0	-0.1	29.5	1.4	-0.1
O=C(COC(=O)CCc1ccc(S(=O)(=O)N2CCOCC2)cc1)Nc1ncc(C(F)(F)F)cc1Cl	-7.3	14.4	-6.3	13.1	-17.3	1.1	5.6	4.6	-0.3
Cc1cc(C(=O)N2CCN(c3ccccc3)CC2)c2c(C)nn(-c3cccc(F)c3)c2n1	3.2	2.4	.	-0.1	6.1	-0.5	-6.4	4.5	0.5
CC(C)Cc1ccc(C(C)C(=O)Nc2ccc(O)cc2)cc1 (stereo not drawn)	5.0	-8.1	38.8*	-7.3	-67.5*	13.7	-10.9	82.9*	18.7
COc1ccc(-c2ccc(SCC(=O)N3c4ccccc4CC3C)nn2)cc1OC (stereo not drawn)	-4.7	1.9	4.7	22.3	-8.4	0.2	0.2	1.9	2.3
COc1cc(/C=C/c2[nH]c(=O)[nH]c(=O)c2[N+](=O)[O-])ccc1OCCC(C)C	1.9	-3.3	10.2	-10.7	12.2	0.8	-6.6	-1.7	-0.8
COc1ccccc1NS(=O)(=O)c1ccc(O)cc1	8.1	-6.0	-11.5	1.5	1.4	-0.4	-1.9	0.9	-0.7
O=C(CNC(=O)c1ccc(Cl)cc1Cl)OCN1C(=O)c2ccccc2C1=O	-4.0	1.1	-5.6	-3.1	7.1	-0.2	14.3	5.3	0.0
